Screening data from PubChem.
FBA Mtb inh: Mtb fructose-bisphosphate aldolase inhibition; P9WQA3; purified M. tuberculosis FBA, fluorescence read-out; inhibition, % at 1 µM; 360,000 compounds, 2.3% hits; in the data active = inhibition above about 27%;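 also: 0% = vehicle and 100% = reference inhibitor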
Target sequence (P9WQA3 whole entry, looked up): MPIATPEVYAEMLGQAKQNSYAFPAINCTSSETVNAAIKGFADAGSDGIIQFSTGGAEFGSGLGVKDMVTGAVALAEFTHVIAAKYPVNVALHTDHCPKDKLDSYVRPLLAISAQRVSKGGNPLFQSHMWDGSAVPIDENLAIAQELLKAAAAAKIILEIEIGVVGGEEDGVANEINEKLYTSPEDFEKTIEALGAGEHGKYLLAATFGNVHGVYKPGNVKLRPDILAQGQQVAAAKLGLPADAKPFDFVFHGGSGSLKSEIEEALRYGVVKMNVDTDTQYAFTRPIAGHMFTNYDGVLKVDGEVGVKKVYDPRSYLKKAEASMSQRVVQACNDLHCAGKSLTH
UGM FP inh: Mtb UDP-galactopyranose mutase inhibition; P9WIQ1; purified UGM, fluorescence polarization probe displacement; inhibition, % at 10 µM; 320,000 compounds, 0.06% hits; AID 504406; in the data active = inhibition above about 10%, passing the limit was not always enough
Target sequence (P9WIQ1 whole entry, looked up): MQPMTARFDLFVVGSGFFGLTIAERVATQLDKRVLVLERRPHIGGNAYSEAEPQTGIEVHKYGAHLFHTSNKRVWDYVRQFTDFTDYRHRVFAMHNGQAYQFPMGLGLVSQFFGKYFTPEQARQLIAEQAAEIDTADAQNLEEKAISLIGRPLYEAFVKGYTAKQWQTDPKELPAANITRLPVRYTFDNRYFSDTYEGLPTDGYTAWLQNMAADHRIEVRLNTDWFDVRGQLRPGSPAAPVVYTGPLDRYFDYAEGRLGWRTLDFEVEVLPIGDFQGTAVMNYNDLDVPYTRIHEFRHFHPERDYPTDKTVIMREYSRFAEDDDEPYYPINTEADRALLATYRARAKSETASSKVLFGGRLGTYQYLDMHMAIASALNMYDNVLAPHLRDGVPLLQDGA
BioA inh: inhibitors of Mycobacterium tuberculosis BioA enzyme. purified M. tuberculosis BioA enzyme, plate reader. inhibition, % at 9.99 µM. 360,000 compounds, 0.096% hits; in the data active = inhibition above about 40%
Yp Topo-I inh: blocks Yersinia pestis topoisomerase I activity; activity, % at 10 µM; AID 504884; Y. pestis Topo-I cleavage product accumulation, plate reader; 360,000 compounds, 0.064% hits; in the data active = activity above about 50%, passing the limit was not always enough; also: inactives centre near 2
FadD28 binding: M. tuberculosis FadD28 bisubstrate binding inhibition. FadD28 bisubstrate probe binding, fluorescence polarization. inhibition, % at 12.5 µM. 360,000 compounds, 0.22% hits. AID 588549; in the data active = inhibition above about 8.5%, passing the limit was not always enough
GDH-TPI inh: GDH-TPI coupled enzyme inhibition counter-screen; GDH-TPI coupled enzyme counterscreen, NADH absorbance; inhibition, % at 4.8 µM; 360,000 compounds, 1.2% hits; in the data active = inhibition above about 30%;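 also: 0% = DMSO wells and 100% = wells lacking the enzyme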
BH1578 lux ind: induces V. cholerae light production without autoinducers; V. cholerae BH1578 lux reporter, luminescence, 6 h; AID 588436; 350,000 compounds, 0.16% hits; activation, % at 18.7 µM; in the data active = activation mostly above about 9.7%, no sharp cut-off; also: not every result past the cut was called active; inactives centre near 0; reference of the scale not given here
TcdB GH inh: TcdB glycohydrolase inhibition | P18177 | TcdB glycohydrolase enzymatic assay, plate reader | inhibition, % at 9.99 µM | 350,000 compounds, 0.24% hits | AID 652162; in the data active = inhibition above about 10%
PfHsp40 rescue: compounds rescuing yeast from Plasmodium falciparum HSP40 toxicity. S. cerevisiae expressing PfHsp40, growth rescue, ATP luminescence. growth rescue, % at 12.5 µM. 340,000 compounds, 0.68% hits; in the data active = growth rescue above about 28%, passing the limit was not always enough;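 also: yeast W303a lacking pdr1 and pdr3 grown in galactose medium; growth measured after three days at 30 °C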
Numbers without * were called inactive; i = inactive; nt = not tested or not shown; + = active, no number.

SMILES	FBA Mtb inh	UGM FP inh	BioA inh	Yp Topo-I inh	FadD28 binding	GDH-TPI inh	BH1578 lux ind	TcdB GH inh	PfHsp40 rescue
COc1cc(CN2CCN(Cc3ccc(C)cc3)C(CCO)C2)cc(OC)c1O (stereo unspecified)	2	2.8	nt	3	0.2	4	nt	-9.8	-0.3
CCC(=O)N1N=C(c2ccc(NS(C)(=O)=O)cc2)CC1c1ccc(C)cc1 (stereo unspecified)	+	-2.1	2.9	-5	-4.1	17	1.0	nt	-0.3
CN(C)/C=C1/C(=O)Nc2ccccc21	-1	0.5	nt	-2	-1.2	36*	-0.4	nt	0.3
NC(=O)c1ccsc1NC(=O)COC(=O)/C=C/c1ccc([N+](=O)[O-])cc1	1	-0.5	nt	-2	-3.1	1	-0.5	1.8	0.5
CCN(C(=O)c1cn(C)c(=O)c2cc(OC)c(OC)cc12)c1cc(C)ccc1C	-1	0.3	1.5	17	-3.5	7	6.2	nt	1.2
O=C(OCC(=O)N1CCc2ccccc21)c1nc(Cl)ccc1Cl	1	-1.8	nt	8	-5.6	-10	-0.5	2.4	1.7
Cc1ccc(NC(=O)c2ccc3nc(N4CCOCC4)sc3c2)c(Cl)c1	0	0.8	-1.7	3	-3.0	0	-0.2	0.7	0.4
O=C(CCS(=O)(=O)c1ccc(Br)cc1)N1CCN(c2ccccc2)CC1	73*	0.4	-1.6	17	-1.4	6	-0.4	nt	-0.8
Cc1ccc(C(=O)NCC(=O)OC(C)C(=O)NC2CCCc3ccccc32)cc1 (stereo unspecified)	3	0.8	1.2	-7	1.0	1	-0.3	3.5	0.5
Cc1cccc(NC(=S)N2CCC(NC(=O)c3ccco3)CC2)c1	2	-3.3	-1.0	-1	0.3	7	0.6	0.8	-0.5
COc1ccc(/C=C/C(=O)NCCC(=O)N2CCCN(C)CC2)cc1	3	0.9	-0.6	-2	-0.1	1	i	2.0	0.2
CC1CCCCN1CCNC(=O)c1cc2c(-c3ccccc3F)nn(C)c2s1 (stereo unspecified)	22	5.4	-0.5	-2	-2.0	8	-0.4	0.7	0.2
CCOC(=O)N1CCN(CCC(=O)Nc2ccc(C)c(Br)c2)CC1	-1	1.1	0.4	15	-0.4	7	i	nt	-1.0
CCOC(=O)CNC(=O)CSc1nc(-c2cccc(C)c2)ns1	5	-3.9	nt	-13	-0.9	3	1.4	1.4	-0.3
Cc1noc(C)c1S(=O)(=O)N1CCCCC1c1cc(C(=O)Nc2cccc3c2CCCC3)no1 (stereo unspecified)	-2	nt	-0.5	36	-0.5	-4	-0.1	1.6	nt
C(=C\c1ccncc1)/c1ccncc1	2	0.9	nt	4	-3.5	-13	-0.7	0.5	0.8
Cc1cccn2c(=O)c3cc(C(=O)NCC4CCCO4)c(=N)n(Cc4cccnc4)c3nc12 (stereo unspecified)	+	-0.6	12	1	1.0	13	i	-2.4	-1.0
O=C(Nc1ccccn1)c1cccs1	1	-5.7	-0.3	5	0.7	14	i	nt	-1.5
CCCCOc1ccc(C2(C)NC(=O)NC2=O)cc1 (stereo unspecified)	-1	-0.2	0.0	-6	-0.5	4	i	0.2	0.0
CCn1c(-c2cc(C3CC3)nc3ccccc23)n[nH]c1=S	3	0.0	2.7	-5	0.2	8	-0.4	1.2	0.7
FC(F)(F)c1cnc(/C=C/Nc2ccccc2Cl)c(Cl)c1	-7	0.2	-0.2	-9	-5.0	13	i	nt	-1.3
COc1ccccc1NC(=S)NNC(=O)c1ccccc1	4	1.7	3.4	1	-0.9	12	i	nt	29*
COc1ccc(NS(=O)(=O)c2ccc(NC(=S)NC(=O)/C=C/c3ccccc3)cc2)nn1	1	-0.3	-1.0	12	-6.7	20	-0.2	nt	-0.6
Cc1cccc(COc2ccc(S(=O)(=O)N3CCOCC3)cc2[N+](=O)[O-])c1	-2	nt	nt	1	-3.1	-6	1.4	1.6	nt
CN1C(=O)[C@H]2[C@@H](c3ccc(C(F)(F)F)cc3)N[C@]3(CCCN(Cc4ccc(Br)cc4)C3=O)[C@H]2C1=O	-1	nt	-1.3	3	-22	18	i	1.2	nt
Cc1ccc(-n2nc3c(c2NC(=O)c2ccc4c(c2)OCO4)CSC3)cc1	1	-0.5	-1.2	4	-0.6	3	0.7	nt	0.1
CCOC(=O)C1=NN(C(=O)c2ccc(OC)cc2)C(O)(c2ccc(Cl)cc2)C1 (stereo unspecified)	-5	1.4	nt	25	-0.8	14	-0.4	-0.1	1.0
CCc1nccn1CCC(=O)N1CCc2c([nH]c3ccccc23)C1CC(C)C (stereo unspecified)	2	-2.5	2.4	4	0.2	5	i	1.1	-0.3
C/C(=C(/CCO)SSCC1CCCO1)N(C=O)Cc1cnc(C)nc1N (stereo unspecified)	-2	0.0	-1.2	4	-4.9	-6	0.7	-5.0	1.3
C=CCN(Cc1nc(-c2cc(OC)c3c(c2)OCO3)oc1C)C1CCS(=O)(=O)C1 (stereo unspecified)	1	1.8	nt	22	0.1	4	nt	0.9	-0.8

Fetched by structure from the list above:
SMILES	FBA Mtb inh	UGM FP inh	BioA inh	Yp Topo-I inh	FadD28 binding	GDH-TPI inh	BH1578 lux ind	TcdB GH inh	PfHsp40 rescue
CCc1nccn1CCC(=O)N1CCc2c([nH]c3ccccc23)C1CC(C)C (stereo unspecified)	2	-2.5	2.4	4	0.2	5	i	1.1	-0.3
COc1ccccc1NC(=S)NNC(=O)c1ccccc1	4	1.7	3.4	1	-0.9	12	i	nt	29*
C=CCN(Cc1nc(-c2cc(OC)c3c(c2)OCO3)oc1C)C1CCS(=O)(=O)C1 (stereo unspecified)	1	1.8	nt	22	0.1	4	nt	0.9	-0.8
CN1C(=O)[C@H]2[C@@H](c3ccc(C(F)(F)F)cc3)N[C@]3(CCCN(Cc4ccc(Br)cc4)C3=O)[C@H]2C1=O	-1	nt	-1.3	3	-22	18	i	1.2	nt
CCOC(=O)C1=NN(C(=O)c2ccc(OC)cc2)C(O)(c2ccc(Cl)cc2)C1 (stereo unspecified)	-5	1.4	nt	25	-0.8	14	-0.4	-0.1	1.0
COc1ccc(NS(=O)(=O)c2ccc(NC(=S)NC(=O)/C=C/c3ccccc3)cc2)nn1	1	-0.3	-1.0	12	-6.7	20	-0.2	nt	-0.6

The listing continues.
SMILES	FBA Mtb inh	UGM FP inh	BioA inh	Yp Topo-I inh	FadD28 binding	GDH-TPI inh	BH1578 lux ind	TcdB GH inh	PfHsp40 rescue
C=C(C)C1Cc2c(C)nn(-c3ccccc3)c2C1 (stereo unspecified)	-2	0.6	2.3	10	-0.7	-4	nt	nt	0.5
Cc1cc(C)cc(OCC(=O)NCC2CCCO2)c1 (stereo unspecified)	-1	3.7	1.4	8	1.2	9	i	nt	-0.7
Cc1cc(C)c(C#N)c(OCC(=O)Nc2ccccc2)n1	2	2.2	0.8	12	-2.2	2	-8.3	nt	0.1
CCn1c(/C=C/c2ccccc2)nc2ccccc21	58*	-0.1	1.4	6	-2.4	65*	0.9	nt	0.0
CCOc1ccccc1NC(=O)C(=O)N/N=C/c1ccc([N+](=O)[O-])cc1	1	0.7	-4.5	-11	-0.1	-4	i	2.0	-1.0
CCN1CCc2c(sc(N)c2C#N)C1	14	7.2	-8.3	-3	-1.9	16	i	nt	-1.9
CN1c2ccccc2C(C)(C)C12CC(c1cccc(S(=O)(=O)N3CCCC3)c1)=NO2 (stereo unspecified)	2	-0.6	nt	31	-3.6	8	-0.2	nt	2.3
CCN(CC)S(=O)(=O)c1ccc(NS(=O)(=O)c2ccc(OC)c([N+](=O)[O-])c2)cc1	4	-0.5	nt	-6	-1.3	10	-0.2	-0.9	-0.6
COC(=O)C1C(=O)C2=C(CC1C)NC(C)=C(C(=O)OC1CCCC1)C2c1ccc(N(C)C)cc1 (stereo unspecified)	0	-2.3	-2.4	-10	-3.9	11	0.1	nt	0.0
N#CC1(NC(=O)CSc2nc3ncc(Cl)cc3[nH]2)CCCCC1	4	1.4	0.3	3	-1.0	-13	-4.0	1.9	1.3
O=C(C1CCCO1)N1CCN(C(=S)Nc2ccc(F)cc2)CC1 (stereo unspecified)	-1	0.0	nt	-5	-5.1	3	-0.2	0.3	-2.1
CCOC(=O)c1ccc(Oc2cc(C)nc(Cl)n2)cc1	-1	-0.7	nt	13	0.1	6	-1.3	1.2	0.6
Cn1c(NC(=O)/C=C/c2ccccc2)cc(=O)n(C)c1=O	-1	-1.4	-1.3	-1	-2.2	62*	-0.2	nt	0.1
CN(C(=O)c1cccc(NC(=O)Cc2ccc(NC(=O)C3CCN(S(=O)(=O)c4cccc([N+](=O)[O-])c4)CC3)cc2)c1)C1CCC1	1	nt	-1.6	19	-1.6	-3	-1.1	-3.7	1.4
COCCN(C(=S)Nc1cccc(C)c1)C(C)c1cccs1 (stereo unspecified)	-2	-2.0	nt	11	-4.7	6	-0.3	2.1	1.1
Cc1cccc(NC(=S)NC(=O)C(c2ccccc2)c2ccccc2)n1	-1	-0.9	0.2	23	-3.8	1	0.7	nt	-0.3
Cc1ccc(COc2ccc(C(=O)NN)cc2)cc1	-2	-0.9	nt	1	-4.9	-3	1.5	-0.7	-1.2
C=CCn1c(SCC(=O)Nc2cccnc2Cl)nnc1-c1ccc(C(C)(C)C)cc1	-1	-2.7	nt	36	-6.6	7	i	nt	1.8
O=C(Cc1sc(-c2ccccc2Cl)nc1-c1ccccc1)Nc1ccccc1	1	3.9	-2.0	-8	-1.5	17	i	nt	1.2
Cc1sc2ncnc(N3CCC(C(=O)Nc4nnc(SCc5ccccc5F)s4)CC3)c2c1C	138*	-2.5	nt	10	-0.2	0	1.4	0.7	nt
CCc1nc2ccc(C(=O)NCCNC(C)=O)cn2c1N(CCC(C)C)CCN(C)C	-4	nt	-0.1	-18	-4.0	1	-0.4	-0.4	nt
Cc1c(NC(=O)c2cc(-c3ccco3)on2)c(=O)n(-c2ccccc2)n1C	0	-1.0	-2.0	7	0.1	2	-0.5	nt	1.1
O=C(c1cc(=O)[nH]c2ccccc12)N(Cc1nnc(-c2ccccc2Cl)o1)C1CC1	1	-1.0	2.1	8	-3.2	5	-0.7	-3.3	0.7
Cn1c(N2CCOCC2)c(C=O)c2ccccc21	0	-3.0	0.4	9	-0.6	9	i	-1.5	-0.7
CCCCOc1ccc(C(=O)NCC2(c3ccccc3)CCOCC2)cc1	2	-1.0	-1.8	11	0.5	18	i	nt	0.7
C/C(Cn1cnc([N+](=O)[O-])n1)=N/NC(=O)COc1c(Cl)cc(Cl)cc1Cl	1	0.1	nt	16	0.9	8	-0.2	1.4	2.6
COC(=O)c1cc(CNC(=O)c2ccccc2OCc2c(C)noc2C)ccc1OC	2	-1.0	1.5	5	0.6	0	-2.3	1.0	-0.3
O=C(COC(=O)CSc1ccc([N+](=O)[O-])cc1)NCCc1ccccc1	-3	2.3	0.8	11	-4.1	20	i	0.7	-1.8
Cc1ccc(Cc2c(-c3ccc(C)cc3)nc3c4ccccc4ccn23)cc1	4	nt	-1.7	7	-2.7	-4	i	1.5	nt
N#Cc1nnn2c1nc(N)c1c(F)cccc12	32*	2.2	nt	-2	-2.3	3	-0.3	-0.2	0.0
O=C(Nc1nc2c(s1)CCc1ccccc1-2)c1cccs1	-1	0.4	-0.7	-10	-0.6	20	i	nt	0.1
CCOc1ccc2cc(S(=O)(=O)N3CCCCC3)ccc2c1	-8	-0.9	-0.8	-3	-2.9	0	-0.3	2.6	-0.5
CC(=O)CCc1oc2ccc(NC(C)=O)cc2c1-c1ccc(C)o1	0	5.4	-1.1	-2	-4.4	0	1.8	nt	0.3
CCOC(=O)N1CCN(C(=O)C2CCCN(S(=O)(=O)c3ccc(C)cc3)C2)CC1 (stereo unspecified)	0	-1.3	nt	17	-4.5	-3	i	0.0	-0.4
COc1cc([C@@H]2OC[C@@H]3[C@H]2CO[C@@H]3c2ccc3c(c2)OCO3)ccc1O	2	-2.5	5.0	19	-0.1	9	i	3.3	-0.8
CCCNC(=O)NC1CCCc2ccccc21 (stereo unspecified)	0	0.7	nt	2	-1.9	0	-0.2	1.0	-0.3
CCc1ccc(NC(=O)CSC2=C(C#N)C(c3ccc4c(c3)OCO4)CC(=O)N2)cc1 (stereo unspecified)	-1	2.0	0.3	-3	-4.5	-3	i	nt	1.1
Cc1ccc2c(c1)CCCN2CC(=O)Nc1cc(S(=O)(=O)N2CCCC2)ccc1Cl	5	-2.0	-1.4	18	-2.2	-1	-0.3	0.6	0.6
CCC(C(=O)NC1CCCCC1)N(C(=O)c1snc(C(N)=O)c1N)c1ccc(OC)cc1OC (stereo unspecified)	1	-0.3	-4.8	8	-3.0	10	-0.4	4.2	-1.4
